Pf apPOL block: Pf-apPOL DNA polymerase inhibition; Recombinant Pf-apPOL, molecular beacon fluorescence, 1.5 h; inhibition, % at 10 µM; 210,000 tested, 0.25% active; AID 1794808
mHTT CaM bind: mHTT-calmodulin interaction abrogation; AID 1671202; 190,000 tested, 3.6% active; inhibition, % at 15 µM; P42858; AlphaScreen His-mHTT/GST-CaM binding, luminescence;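 also: 0% = both proteins with DMSO and 100% = one protein alone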
Numbers without * were called inactive; . = no result given; & = joins results of further samples. Rule as the data show it: active = inhibition above about 50%; inactive = the rest. Not a hit list. About 3.5% of those tested had a hit in this group.

SMILES	Pf apPOL block	mHTT CaM bind
COc1cc(NC(=O)Cn2c(C)nc3c(c2=O)CCN(Cc2ccccc2)C3)cc(OC)c1	-2	20
O=Cc1cc(-c2ccccc2)oc1Cl	0	5
COc1cc(C2C(C(N)=O)=C(C)Nc3ncnn32)cc(OC)c1OC (stereo not given)	4	-2
CCC(=O)N1CCN(c2cc(Oc3ccccc3Cl)ncn2)CC1	0	3
CCOc1ccc(C(=O)Nc2ccc(Nc3ccc(-n4cccn4)nn3)cc2)cc1OCC	-7	88*
CCN(CC)S(=O)(=O)c1cc(C(=O)O)ccc1C	-2	-2
C#CCNC(=O)c1nnc(N2CCCCC2)c2ccccc12	-1	10
O=C(NCc1cccs1)C1CCCN(c2cnn(Cc3ccccc3)c(=O)c2)C1 (stereo not given)	-7	3
O=C(Nc1cccnc1)c1cccc(NC(=O)c2ccco2)c1	4	-3
CC1=C(C#N)C(=O)NC(=O)/C1=C\c1ccc(-c2ccc(C(=O)O)cc2)o1	3	10
COCCc1nnc(NC(=O)C(c2ccccc2)c2ccccc2)o1	-7	96*
Cc1ccc(C(=O)N2CCCC2)c(C2CCN(S(=O)(=O)c3ccccc3)CC2)n1	-3	12
CCOC(=O)CN1C(=O)CC2c3cc(OC)c(OC)cc3CCN2C1=O (stereo not given)	2	0
Cc1cc(NS(=O)(=O)c2ccc(NC(=O)C3CC3c3ccccc3)cc2)nc(C)n1 (stereo not given)	8	25
O=c1c(NCc2cc(F)ccc2F)nc2ccncc2n1Cc1ccccc1	2	0
Cc1cc(NCn2ncc3ccccc3c2=O)ccc1Br	2	.
COc1ccc(S(=O)(=O)NCc2ccc(S(N)(=O)=O)cc2)cc1	-5	-2
CCOc1ccc(C(=O)N2CCCN(Cc3noc(-c4ccccc4)n3)CC2)cc1	1	1
Cn1c(SCC(=O)c2cc(Cl)c(Cl)s2)nnc1-c1ccco1	22	.
Cc1c(-c2nnnn2-c2ccccc2)cnc2ccccc12	-14	.

Entries of single compounds as entered above. Values in the order: Pf apPOL block	mHTT CaM bind
O=C(Nc1cccnc1)c1cccc(NC(=O)c2ccco2)c1 is listed with 4	-3
CCOC(=O)CN1C(=O)CC2c3cc(OC)c(OC)cc3CCN2C1=O (stereo not given) is listed with 2	0

Next part.
SMILES	Pf apPOL block	mHTT CaM bind
Clc1ccc(C2=CC(c3ccccc3)n3nnnc3N2)cc1 (stereo not given)	-2	-5
COCCCN1C(=O)c2ccc(C(=O)Nc3ccc(Cl)cc3Cl)cc2C1=O	-3	2
CN1CCCN(Cc2cccc(Cl)c2Cl)CC1	-1	-8
CN(C)C(=O)c1cc2c(s1)CCC(C(=O)NCCCn1cccn1)C2 (stereo not given)	-3	1
CCC(=Nc1ccccc1)C1=C(O)CC(C)(C)CC1=O	-5	0
O=c1c2ccc(F)cc2ncn1C1CCN(S(=O)(=O)c2ccc(F)cc2)CC1	-9	-3
CC(C)(C)NC(=O)Cn1c(Cc2cccnc2)nc2ccccc21	-13	4
CCN(CC)S(=O)(=O)c1ccc2oc(C(=O)N3CCCC3)c(C)c2c1	7	4
CC1CCCCC1NC(=O)c1ccc(N2CCC3(CC2)OCCO3)c([N+](=O)[O-])c1 (stereo not given)	3	33
CCCc1ccc2c(N)c(C#N)sc2n1	-2	-19
O=[N+]([O-])c1ccc(N2CCN(c3ccccc3)CC2)c(S(=O)(=O)N2CCCCC2)c1	-4	2
O=c1c(-c2ccccc2)coc2c3c(ccc12)OCN(C1CCCCC1)C3	5	12
COc1cc(NS(=O)(=O)c2ccc(C(C)(C)C)cc2)c(OC)cc1NC(C)=O	2	31
CSc1sc(C#N)c2c1C(=O)CCC2	-9	.
COc1ccc(NC(=O)c2ccc(-c3ccc(F)cc3)o2)cc1OC	-2	14
CCC(NS(=O)(=O)c1cc(Cl)ccc1OC)C12CC3CC(CC(C3)C1)C2 (stereo not given)	-18	-6
N#CC(C(=O)Nc1ccc(F)cc1)=C1SCC(=O)N1c1ccccc1	-9	-15
O=C(c1ccccc1)C1CCN(c2ncccc2[N+](=O)[O-])CC1	-2	.
Cc1cc(O)c(CN2CCCCC2)c2c1C(=O)C(=Cc1cccnc1)O2	-11	4
CC(C)CN1CCC(=O)N(CCSc2ccccc2)CC1	0	-5

Nothing new here: 31 of the compounds above.
SMILES	Pf apPOL block	mHTT CaM bind
COc1cc(NC(=O)Cn2c(C)nc3c(c2=O)CCN(Cc2ccccc2)C3)cc(OC)c1	-2	20
O=Cc1cc(-c2ccccc2)oc1Cl	0	5
COc1cc(C2C(C(N)=O)=C(C)Nc3ncnn32)cc(OC)c1OC (stereo not given)	4	-2
CCC(=O)N1CCN(c2cc(Oc3ccccc3Cl)ncn2)CC1	0	3
CCOc1ccc(C(=O)Nc2ccc(Nc3ccc(-n4cccn4)nn3)cc2)cc1OCC	-7	88*
CCN(CC)S(=O)(=O)c1cc(C(=O)O)ccc1C	-2	-2
C#CCNC(=O)c1nnc(N2CCCCC2)c2ccccc12	-1	10
O=C(NCc1cccs1)C1CCCN(c2cnn(Cc3ccccc3)c(=O)c2)C1 (stereo not given)	-7	3
O=C(Nc1cccnc1)c1cccc(NC(=O)c2ccco2)c1	4	-3
CC1=C(C#N)C(=O)NC(=O)/C1=C\c1ccc(-c2ccc(C(=O)O)cc2)o1	3	10
COCCc1nnc(NC(=O)C(c2ccccc2)c2ccccc2)o1	-7	96*
Cc1ccc(C(=O)N2CCCC2)c(C2CCN(S(=O)(=O)c3ccccc3)CC2)n1	-3	12
CCOC(=O)CN1C(=O)CC2c3cc(OC)c(OC)cc3CCN2C1=O (stereo not given)	2	0
Cc1cc(NS(=O)(=O)c2ccc(NC(=O)C3CC3c3ccccc3)cc2)nc(C)n1 (stereo not given)	8	25
O=c1c(NCc2cc(F)ccc2F)nc2ccncc2n1Cc1ccccc1	2	0
Cc1cc(NCn2ncc3ccccc3c2=O)ccc1Br	2	.
COc1ccc(S(=O)(=O)NCc2ccc(S(N)(=O)=O)cc2)cc1	-5	-2
CCOc1ccc(C(=O)N2CCCN(Cc3noc(-c4ccccc4)n3)CC2)cc1	1	1
Cn1c(SCC(=O)c2cc(Cl)c(Cl)s2)nnc1-c1ccco1	22	.
Cc1c(-c2nnnn2-c2ccccc2)cnc2ccccc12	-14	.
Clc1ccc(C2=CC(c3ccccc3)n3nnnc3N2)cc1 (stereo not given)	-2	-5
COCCCN1C(=O)c2ccc(C(=O)Nc3ccc(Cl)cc3Cl)cc2C1=O	-3	2
CN1CCCN(Cc2cccc(Cl)c2Cl)CC1	-1	-8
CN(C)C(=O)c1cc2c(s1)CCC(C(=O)NCCCn1cccn1)C2 (stereo not given)	-3	1
CCC(=Nc1ccccc1)C1=C(O)CC(C)(C)CC1=O	-5	0
O=c1c2ccc(F)cc2ncn1C1CCN(S(=O)(=O)c2ccc(F)cc2)CC1	-9	-3
CC(C)(C)NC(=O)Cn1c(Cc2cccnc2)nc2ccccc21	-13	4
CCN(CC)S(=O)(=O)c1ccc2oc(C(=O)N3CCCC3)c(C)c2c1	7	4
CC1CCCCC1NC(=O)c1ccc(N2CCC3(CC2)OCCO3)c([N+](=O)[O-])c1 (stereo not given)	3	33
CCCc1ccc2c(N)c(C#N)sc2n1	-2	-19
O=[N+]([O-])c1ccc(N2CCN(c3ccccc3)CC2)c(S(=O)(=O)N2CCCCC2)c1	-4	2

Following part
SMILES	Pf apPOL block	mHTT CaM bind
Cc1cc(=O)[nH]c(N=C(N)Nc2cccc(Cl)c2)n1	2	-5
Cc1ccc2nc(-c3ccc(NC(=O)CN4CCC(C(N)=O)CC4)cc3)sc2c1	3	36
Cc1c(C(=O)NCc2cccs2)oc2ccc(S(=O)(=O)N3CCOCC3)cc12	6	40
O=C(Nc1ccc(S(=O)(=O)Nc2nccs2)cc1)c1ccc([N+](=O)[O-])cc1Cl	-4	6
CNC(=O)CN(c1ccc(C)cc1C)S(=O)(=O)c1ccccc1	-6	-6
O=C(O)Cc1ccccc1Sc1ccccc1	-2	.
CCOc1ccccc1NC(=O)Nc1ccc2c(c1)CCCN2C(=O)C1CC1	-4	-2
COc1ccc(-c2noc(C3CCN(CC(=O)Nc4ccccc4Cl)CC3)n2)cc1	-2	-1
Brc1ccc(-c2noc(Cc3cccs3)n2)o1	.	-10
CC(C)NC(=O)N1CCCC(c2cccc(C(=O)NCc3cc(F)cc(F)c3)c2)C1 (stereo not given)	-2	-3
CCC(=O)N1CCCC(COc2cccc(C(=O)N3CCCCC3)c2)C1 (stereo not given)	-4	1
O=C(O)CCCN1C(=O)C(=O)C(=C(O)c2ccccc2)C1c1ccccc1 (stereo not given)	1	1
CN(C)Cc1c(O)ccc2c1OC(=Cc1c[nH]c3ccccc13)C2=O	-4	-2
CON(C)C(=O)C1CSCCC(=O)N1 (stereo not given)	-5	0
COc1ccc(C2CC(c3ccc(Cl)cc3Cl)n3ncnc3N2)cc1 (stereo not given)	-2	23
Cc1noc(C)c1CCC(=O)N1CC(c2nc(-c3ccccn3)no2)C1	-6	-11
COc1cc(CNC(=O)C2CC(=O)N(c3cccc(NC(C)=O)c3)C2)cc(OC)c1OC (stereo not given)	-3	-5
CN(CC(=O)N1CCCC1)c1nc(C2CC2)nc2c1CCC2	3	-5
CCC(C)c1ccccc1NC(=O)C(Cl)(Cl)Cl (stereo not given)	-2	-18
COC(=O)C1CCN(C(=O)c2csc(NS(=O)(=O)c3ccccc3)n2)CC1	-9	-5
COc1cccc2sc(N(CCN(C)C)C(=O)CSc3ccc(F)cc3)nc12	-8	-2
Cc1ccc(-c2noc(-c3ccc(=O)n(Cc4cccc(F)c4)n3)n2)cc1	-2	-8
Cc1oc2ccn(C)c(=O)c2c1C(=O)NCc1ccc(F)cc1Cl	4	-2
Cc1cccc(N2CCN(C(=O)CCc3conc3-c3ccc(F)cc3)CC2)c1	-4	47
COc1ccc(C=C2Oc3c(ccc(O)c3CN3CCCC(C)C3)C2=O)cc1OC (stereo not given)	-11	14
Cc1noc(C2CN(C(=O)Nc3ccc4c(c3)CCC4)CC23CCOCC3)n1 (stereo not given)	-8	0
CCOc1ccc(CCNC(=O)C2CCCN(c3nccc(C)n3)C2)cc1OCC (stereo not given)	-3	-1
Cc1noc(C)c1S(=O)(=O)N1CCC(C(C)C(=O)NCCCOC(C)C)CC1 (stereo not given)	-2	-5
Nc1nonc1-c1noc(-c2c(F)cccc2F)n1	-2	-2
Oc1ccccc1CN1CCCCCCC1	-1	-3
CC(C)c1cc(C2CCCN2C(=O)NC2CCCCC2)on1 (stereo not given)	3	-5
CC(C)C(=O)NCCc1csc(C2CCCN(C(=O)c3cccn3C)C2)n1 (stereo not given)	-2	10
Cc1cc(F)ccc1NC(=O)c1cc2n(n1)CCCN(Cc1ccccc1)C2=O	-2	-2
COc1ccc2c(=O)c3c(oc2c1)C(=O)N(CCCN(C)C)C3c1ccc(C(C)C)cc1 (stereo not given)	-12	0
CN1CCN(C(=O)c2ccn3c(-c4ccc(F)cc4)nnc3c2)CC1	-1	-2
O=C(Nc1cccc(NC(=O)c2cccs2)n1)c1cccs1	1	7
COc1cccc(N(C(=O)c2ccccc2)C2C=CS(=O)(=O)C2)c1 (stereo not given)	2&-4	-1&1
O=C(Cc1nnc(-c2ccc3ncccc3c2)o1)Nc1ccc(C(F)(F)F)cc1	1	-4
Cc1ccc(Cl)c(NC(=O)c2[nH]c3cc(C)sc3c2CN2CCOCC2)c1	1	28
OC1CCN(C(=S)NCCc2ccccc2)CC1	-9&-12	.
O=C(Nc1cc(-c2ccsc2)no1)c1ccc(F)cc1	-2	-16
O=S(=O)(CC(c1ccccc1)N1CCCCC1)c1ccc(Cl)cc1 (stereo not given)	1	.
CCc1nnc(-c2cccc(OCC(=O)N3CCCc4ccccc43)c2)o1	-8	-7
O=C(c1ccc(Br)cc1)N1CCC2(O)CCCCC2C1 (stereo not given)	-4	-3
COc1ccc(N2CCN(C(=O)c3ccccc3C)CC2)cc1	-3	13
Cc1ccc(C)c(NC(=O)c2ccc(C)c(Br)c2)c1	-4	-2
Cc1ccccc1NC(=S)NC(=O)C12CC3CC(C)(CC(C)(C3)C1)C2	-2	-6
CSc1ccc(CN2CCN(C(=O)c3ccco3)CC2)cc1	-7	3
COc1cc(/C=C2/C(=O)N(c3cccc(Cl)c3)N=C2C)c([N+](=O)[O-])cc1OC	1	62*
NC1=C([N+](=O)[O-])C(=O)c2ccccc21	-15	2
C=CCSc1nnc2nc3[nH]c4c(C)cccc4c3nn12	-19	5
Cc1noc(C2(NC(=O)c3ccc[nH]c3=O)CCCCC2)n1	-6	-7
Cc1ccc(Cc2c(C)nc(C)nc2N2CCN(C(=O)NC(C)C)CC2)cc1	4	0
COC(=O)c1cnc2nc(C)ccc2c1Nc1ccccc1C#N	8	16
CN1C(=O)CCc2cc(NC(=O)C34CC5CC(CC(C5)C3)C4)ccc21	-1	12
COc1ccc(CNC2CC(=O)N(C)C2=O)cc1 (stereo not given)	13	0
Cc1ccc(C2Cn3nnc(C(=O)NC4CCCCC4)c3CO2)cc1 (stereo not given)	-1	-2
Nc1nonc1-c1nc2ccccc2n1CC(=O)Nc1ccccc1F	-3	24
COc1ccc(C2=C/C(=C\c3cc(OC)c(OC)cc3[N+](=O)[O-])C(=O)O2)cc1	-12	3
CSCCC(NC=C1C(=O)OC(C)(C)OC1=O)C(=O)O (stereo not given)	-5	-2
CCOC(=O)c1cnc(C(F)(F)F)nc1Sc1n[nH]c(-c2cccs2)n1	-6	.
CCOC(=O)CCC(=O)N1CCN(Cc2nc(-c3ccco3)cs2)CC1	-3	3
O=C(c1ccc(-c2cncnc2)nc1)N1CCCCCC1	-1	-6

Screening results: PubChem, University of Kansas High Throughput Screening Laboratory
